All columns: NCI-60 one-dose screen, growth in % after 48 h at 10 µM unless noted; 100 = growth as untreated, 0 = no growth, -100 = all killed.
SF-295 = SF-295 CNS cancer cells; 79,000 tested, 5.6% active
NCI-H23 = NCI-H23 lung cancer; 80,000 tested, 4% active; AID 1794731
SF-268 = SF-268 CNS cancer cells; 82,000 tested, 3.1% active
CAKI-1 = CAKI-1 renal cancer; 75,000 tested, 4.7% active; AID 1794772
SF-539 = SF-539 CNS cancer; 81,000 tested, 6.8% active
SNB-19 = SNB-19 CNS cancer cells; 81,000 tested, 2.5% active
U251 = U251 CNS tumor cells | 80,000 tested, 5.4% active
SNB-75 = SNB-75 CNS cancer; 79,000 tested, 5% active; AID 1794750
A498 = A498 renal cancer cells; 76,000 tested, 5.4% active
Starred values were filed as active, the others as inactive; x = not tested or not shown; & = joins results of further samples; ! = not active in a repeat; [ ] = another dose, or the depositor's remark. The calls were made as follows: active = growth percent below 10; inactive = the rest.

molecule,SNB-19,NCI-H23,U251,CAKI-1,SF-295,SF-268,SNB-75,SF-539,A498
CC1(C(=O)OCc2ccccc2)C(=O)C2=C(CCCC2)N1c1ccc([N+](=O)[O-])cc1 (stereo not given),98,91,94,90,93,93,94,98,87
CC(=O)/C(=C\n1c(=S)[nH]c2ccc([N+](=O)[O-])cc21)C(=O)Nc1ccccc1C,100,97,96,100,104,102,98,102,99
COc1cc(CNC(=O)CCSc2nc3ccccc3c(=O)n2Cc2cc(OC)c(OC)c(OC)c2)cc(OC)c1OC,56,52,38,34,37,50,18,25,22
NC1=NCCN1,99,99,95,87,100,100,80,98,106
COc1ccc(-n2c(SCC(=O)Nc3ccc(-c4nc5ccccc5[nH]4)cc3)nc3ccccc3c2=O)cc1,21,x,-83*,37,16,43,63,-77*,x
CN(C)c1nc(NCCNS(=O)(=O)c2ccc(C(=O)/C=C/c3ccc(F)cc3)cc2)nc(N2CCOCC2)n1,68,51,-86*,57,79,73,58,12,86
Nc1nc(N)c(N=Nc2ccc(C(=O)O)cc2)c(=O)[nH]1,106,112,112,89,115,101,88,108,118
COc1ccc(S(=O)(=O)Cl)cc1,109,100,113,99,101,106,109,96,111
COc1ccc(NCc2cn(-c3ccc(C(=O)O)cc3)nc2-c2ccc(C(=O)O)cc2)cc1,111,96,105,x,103,95,104,104,x
CCC(O)C(C)C=O (stereo not given),96,103,92,95,97,113,73,98,78
CNC(=O)c1cc(Oc2cccc3nc(N4CCCC4)ccc23)ccn1,101,105,94,88,102,91,106,116,96
COc1ccc2[nH]c(=O)cc(-n3ncc(C#N)c3N)c2c1,99,105,105,91,99,102,85,99,x
Cc1cc(C)c2c(/C=N\Nc3nc(-c4ccc(Cl)cc4Cl)cs3)cc(=O)oc2c1,93,95,104,x,98,97,106,108,92
CCN(CC)CCNC(=O)c1cc(S(C)(=O)=O)ccc1OC,104,99,x,86,100,110,103,111,100
CN(C)c1ccc(CN2CCCCC2)cc1,101,105,103,97,101,107,106,99,97
c1ccc(NCc2ccc3c(c2)OCO3)cc1,99,105&100,93&99,101&97,105,99&99,96&90,91&102,87&101
CC(=O)Nc1ccc(-c2cc3c(NCc4ccc(C)cc4)ncnc3s2)cc1,69,83,83,75,90,67,78,56,72
CC(=O)N(C)c1ccc(N)c2c1C(=O)c1ccccc1C2=O,98,97,97,x,97,89,83,94,105
F[Si]1(c2cccc(Br)c2)c2ccccc2-c2ccccc21,95,85,86,61,96,96,80,98,82
c1ccc(Cn2cc3c(c2-c2ccccc2)CCc2cnoc2-3)cc1,71,79,55,84,60,77,4.4*,72,54
CC(=O)O[C@H]1[C@H](O[C@H]2[C@@H](O)C[C@@]3(C)C(CC[C@]4(C)C3CC=C3[C@@H]5CC(C)(C)CC[C@]5(C(=O)O[C@H]5OC[C@@H](O)[C@H](O[C@@H]6O[C@@H](C)[C@H](OC7OC[C@@H](O)[C@H](O)[C@H]7O[C@@H]7O[C@@H](C)[C@H](O)[C@@H](O[C@@H]8OC[C@](O)(CO)[C@H]8O)[C@H]7O)[C@@H](O)[C@H]6O)[C@H]5O)[C@H](O)C[C@]34C)[C@]2(C)C(=O)O)O[C@H](CO)[C@@H](O)[C@@H]1O (stereo not given in full),102,101,103,100,100,118,87,97,82
Fc1cccc(CNc2c3ccccc3nc3ccccc23)c1F,59,61,66,46,54,83,79,55,-0.8*
CCC(C)(C)C(=O)O[C@H]1C[C@@H](C)C=C2C=C[C@H](C)[C@H](CC[C@@H]3CC=CC(=O)O3)[C@H]21,84,78,82,85,97,86,80,96,107
COc1ccc(-n2c(C(=O)c3c[nH]c4ccccc34)n[nH]c2=S)cc1,89,100,104,84,102,98,88,108,107
COc1cc2c(cc1OC)C1=NN(C(=O)Nc3ccc(F)cc3)C(c3ccc(F)cc3)C1C2 (stereo not given),94,99,84,86,86,102,96,93,85
O=C(/C=C/c1ccccc1Cl)c1ccc(NC(=O)N2CCN(c3cc4c(cc3F)c(=O)c(C(=O)O)cn4C3CC3)CC2)cc1,101,98,104,99,38,106,100,102,101
O=C(/C=C1\C=CN(CCCF)c2ccccc21)n1ccc2ccccc21,99,90,98,77,96,113,97,100,104
CC(=O)Oc1ccc(Br)cc1C(=O)O,95,99,105,96,109,106,101,93,131
Nc1ccc2ncccc2c1,102,91,86,x,x,95,79,100,70
CN1C(=O)CCC1C(=O)NCc1cc(C(F)(F)F)ccc1Cl (stereo not given),106,97,97,99,101,102,93,95,100

Retrieved one by one from the entries so far:
molecule,SNB-19,NCI-H23,U251,CAKI-1,SF-295,SF-268,SNB-75,SF-539,A498
Cc1cc(C)c2c(/C=N\Nc3nc(-c4ccc(Cl)cc4Cl)cs3)cc(=O)oc2c1,93,95,104,x,98,97,106,108,92
CCC(C)(C)C(=O)O[C@H]1C[C@@H](C)C=C2C=C[C@H](C)[C@H](CC[C@@H]3CC=CC(=O)O3)[C@H]21,84,78,82,85,97,86,80,96,107

Going on with the list:
molecule,SNB-19,NCI-H23,U251,CAKI-1,SF-295,SF-268,SNB-75,SF-539,A498
CCCCCCCC/C=C\CCCCCCCCOc1ccccc1CC(=O)NCC[N+]1(C)CCCCC1,53,59,39,82,97,39,49,95,95
CC12OC(CC(O)C1O)n1c3ccccc3c3c4c(c5c6ccccc6n2c5c31)C(=O)N(CCN1CCCC1)C4=O (stereo not given),13,14,12,15,2.2*,29,10,23,18
CC(=O)CC(=O)Nc1ccccc1NC(=O)CC(C)=O,102,97,100,99,96,100,88,101,89
C=C(C)CNC(C)=S,94,101,95,x,98,92,99,102,82
C/C=C/C(O)CCCC (stereo not given),102,104,97,99,93,101,97,101,96
Cc1cn(C2CCCO2)c(=O)nc1N (stereo not given),101,107,113,108,106,101,106,x,96
CCc1c(C)c2cc3nc(-c4ccc(N(C)C)cc4)oc3c(C)c2oc1=O,106,84,97,x,101,96,65,103,115
CCN(CCNc1ccc(C)c2sc3cc(Cl)ccc3c(=O)c12)CC(C)(C)O,71,82,46,56,88,80,69,66,76
CN1CCN(c2ccc3nc(/N=C/c4ccc5sc(-c6ccc([N+](=O)[O-])cc6)nc5c4)sc3c2)CC1,104,99,94,108,96,111,106,93,x
Fc1ccc2nc(-c3cnn4cccnc34)sc2c1,82,93,76,69,100,82,69,87,90
O=C1/C(=C/c2ccc(SC(F)(F)F)cc2)Cc2c(Br)cccc21,102,93,95,78,97,93,104,94,109
COc1ccc(C(=O)C(=O)c2ccc(OC)cc2)cc1,98,99,104,86,98,102,101,119,106
Nc1ncnc2c1C(c1ccccc1Cl)c1ccc3ccccc3c1O2 (stereo not given),97,88,97,65,109,90,85,95,69
O=S1(=O)C(Cl)(Cl)S(=O)(=O)C(Cl)(Cl)S(=O)(=O)C1(Cl)Cl,106,112,97,93,91,110,94,100,104
CC(/C=N/NC(=S)Nc1ccccc1)=C\c1ccccc1,103,99,96,107,100,94,84,107,x
Cc1nc(N)[nH]c(=O)c1Br,103,104,107,115,97,110,99,100,112
CSc1nc(-c2cccc(N)c2)c(C#N)c(=O)n1C,97,95,x,92,100,98,77,101,105
Cc1cccc(OCC(O)CN2CCN(c3cccc(Cl)c3)CC2)c1 (stereo not given),96,102,105,98,114,102,87,123,117
NS(=O)(=O)c1ccc(NC(=O)CSc2nc3ccccc3c(=O)n2-c2ccccc2)cc1,96,95,92,93,91,95,71,95,108
O=C(CN1C(=O)/C(=C/c2ccco2)SC1=S)NCCc1c[nH]c2ccc(Cl)cc12,98,104,102,84,99,92,72,99,86

The closing 5 records of the section above open the next one:
molecule,SNB-19,NCI-H23,U251,CAKI-1,SF-295,SF-268,SNB-75,SF-539,A498
Cc1nc(N)[nH]c(=O)c1Br,103,104,107,115,97,110,99,100,112
CSc1nc(-c2cccc(N)c2)c(C#N)c(=O)n1C,97,95,x,92,100,98,77,101,105
Cc1cccc(OCC(O)CN2CCN(c3cccc(Cl)c3)CC2)c1 (stereo not given),96,102,105,98,114,102,87,123,117
NS(=O)(=O)c1ccc(NC(=O)CSc2nc3ccccc3c(=O)n2-c2ccccc2)cc1,96,95,92,93,91,95,71,95,108
O=C(CN1C(=O)/C(=C/c2ccco2)SC1=S)NCCc1c[nH]c2ccc(Cl)cc12,98,104,102,84,99,92,72,99,86
Cc1c(C)c2c(c(C)c1OCCCC(=O)O)CC[C@@](C)(CCC[C@@H](C)CCC[C@@H](C)CCCC(C)C)O2,103[50 µM],96[50 µM],111[50 µM],86[50 µM],100[50 µM],101[50 µM],96[50 µM],97[50 µM],96[50 µM]
CC(=O)Nc1cccc(C(=O)C2=Cc3c(C)c4ccccc4n3Cc3cnnn32)c1,91,90,100,79,99,91,91,93,96
C[C@H](NC(=O)c1ccc2c(-c3ccc(C(F)(F)F)cc3)cccc2c1)c1ccccn1,42,71,42,39,33,59,87,62,72
Oc1ccc(-c2nnc3c4cc[nH]c4ncn23)cc1,105,110,93,89,95,106,121,99,71
CC(C)Cc1ccc(C(C)C(=O)NCc2ccc(Cn3c(=O)sn(CCCI)c3=O)cc2)cc1 (stereo not given),37&85,-78*!,-70*!,-83*!,36&96,-64*!,-74*!,-97*!,-2.4*!
COc1cc(-c2nnc(-c3cccnc3)o2)cc(OC)c1OC,97,99,93,96,90,104,100,96,78
Cc1ccc(Sc2nnc(/N=C3\C(=O)Nc4ccc(C)cc43)s2)cc1,99,97,93,54,101,79,100,96,79
NS(=O)(=O)c1ccc(CCNC(=O)CSc2ccc(-c3ccc4ccccc4c3)nn2)cc1,88,69,100,97,92,119,x,100,146
Sc1ccc2ccccc2c1CNC1CCCCC1,x,94,98,82,121,95,88,100,101
COC1CC(N)C(O)C(C)O1 (stereo not given),101,98,x,91,89,108,70,101,101
O=C(CCCCCCCNC(=O)c1cc(=O)c(O)co1)Nc1ccccc1,94,105,100,84,100,97,96,100,84
CCOC(=O)c1csc(NC(=O)C(C)Sc2nc3sc4c(c3c(=O)n2-c2ccc(Cl)cc2)CCCC4)n1 (stereo not given),73,x,76,72,74,87,80,94,66
Cc1ccc(/C=N/NC(=O)N2CCN(c3cc4c(cc3F)c(=O)c(C(=O)O)cn4C3CC3)CC2)cc1,89,97,100,83,101,84,84,100,98
Nc1cc2ccccc2cc1C(=O)O,106,85,116,96,97,107,97,112,108
Cc1cn(C2CC(OS(C)(=O)=O)C(COC(c3ccccc3)(c3ccccc3)c3ccccc3)O2)c(=O)[nH]c1=O (stereo not given),95,95,97,67,94,101,86,99,99
O=c1c2ccccc2nc(COc2ccccc2)n1/N=C/c1ccc(F)cc1,88,86,101,94,89,100,105,90,106
COc1ccc(Cl)cc1[N+](=O)[O-],98,96,103,106,108,113,x,96,111
C/C=C/c1cc2c(c(=O)o1)C(=O)[C@@H](O)[C@H](C)O2,95,78,40,43,96,88,-23*,88,125
CNC(=O)OCc1nc(SC)n(C)c1COC(=O)NC,98,101,102,99,98,115,101,99,162
CCOC(=O)CSc1ncnc2c1c(-c1ccccc1)cn2-c1ccc(C)cc1,89,88,90,87,96,104,102,101,105
CN(C)c1ccc(/C=N/Nc2nc(N/N=C/c3ccc(N(C)C)cc3)nc(N3CCCCC3)n2)cc1,86,97,50,90,107,105,101,-12*,115
NC(=NCCCOc1ccc(Cl)cc1)Nc1ccc(Cl)cc1,19,23,41,19,18,37,45,31,-12*
CC(C)OC(=O)c1cc(NC(=S)OC(C)C)ccc1Cl,92,80,97,54,83,92,109,90,x
CCOC(=O)/C=C(/C)c1c(C)[nH]c2ccccc12,95,98,84,76,94,102,90,96,88
Cc1c2ccccc2c(C)c2c1cc(Br)c1ccccc12,96,91,98,85,99,100,87,98,96
C=CCN1C(=O)c2cccc3c(-c4ccc(-c5nc6c7ccccc7c7ccccc7c6[nH]5)cc4)ccc(c23)C1=O,107,107,99,95,104,106,106,96,93
Cc1cccc(C/C=C/C(=O)c2ccc3c(c2)Nc2ccccc2S3)c1,73,79,84,98,73,86,123,69,126
CC(C)(C)OC(=O)n1cc(-c2nc(-c3ccsc3)cs2)c2ccccc21,107,84,108,93,107,106,81,94,x
O=C1c2c(nc3ccccn23)N=C(c2ccccc2)N2CCC[C@@H]12,103,98,96,95,103,98,88,90,89
COc1nc2nc(-c3cc4ccccc4[nH]c3=O)[nH]c2c(=O)n1C,83,109,99,x,136,104,81,92,103
C=C(C)[C@@H]1CC=C2c3sc(Nc4cccc(C(F)(F)F)c4)nc3C[C@@H](C)[C@]2(C)C1,96,85,91,81,99,97,87,98,98
O=[N+]([O-])c1ccc(Nc2ccc(N=Cc3ccccc3O)cc2)c2nonc12,111,91,103,111,121,102,120,111,x
CN(/N=C\c1ccc([N+](=O)[O-])cc1)c1ccccn1,95,97,x,95,93,102,104,112,88
Cc1nn2c(c1Br)NC=C(C(=O)c1ccccc1O)C2C(C)C (stereo not given),88,73,92,x,89,98,79,96,100
Cc1nnc(-n2c(O)cc(=O)n(-c3ccccc3)c2=S)nc1/C=C/c1ccc(N(C)C)cc1,60,61,54,23,62,78,17,66,52
Clc1cccc(/C=C/c2nn3c(-c4ccncc4)nnc3s2)c1,94,101,102,94,101,101,93,93,98
Cc1cc(Cl)nc(Nc2ccccc2)n1,103,96,99,79,92,99,96,97,93
